Assay outcomes from PubChem BioAssay.
PolyA inh – yeast polyadenylation inhibition; S. cerevisiae SKY197-pL101 polyadenylation reporter, beta-gal luminescence; efflux-impaired pdr1/pdr3 knockout yeast; score 100 = 6 SD above DMSO; calls only at 12 µM; 300,000 compounds, 0.02% hits; AID 1875;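 active = lowest replicate activity score at least 50, where 100 means six control SD above control mean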;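 also: yeast exposed to compound for 9 h at 30 °C; higher score means more reporter readthrough which indicates perturbed polyadenylation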
KCNQ1 act – potentiators or activators of human KCNQ1 potassium channel; B-score at 10 µM; P51787; AID 2648; 310,000 compounds, 0.35% hits; CHO-K1 KCNQ1, thallium flux FluxOR fluorescence; stronger effect = higher value;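 active = fluorescence ratio B-score, a plate-corrected score, at least three library SD, with initial intensity B-score within 5 SD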
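Material: CHO-K1 cells stably expressing KCNQ1. Medium: assay buffer for compound exposure, DMSO matched across wells. Reagent: K+/Tl+ depolarizing stimulus. Compound dosing: single-concentration screen. Times: 37 °C overnight plating, 90-min dark dye load, 20-min compound pretreatment. Technique: FluxOR Tl+ flux fluorescence.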
KCNK9 block – blocks the human KCNK9 two-pore domain potassium channel | Q9NPC2 | HEK293 KCNK9, FluxOR thallium flux fluorescence; stronger effect = lower value | B-score at 10 µM | 310,000 compounds, 1.2% hits | AID 488922;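 active = ratio B-score over 3 SD below the library mean, with starting fluorescence within 5 SD of its mean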;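 also: negative B-score means less thallium flux so channel inhibition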
GSK3 alpha inh – inhibitors of human GSK-3 alpha kinase; P49840; 320,000 compounds, 0.1% hits; inhibition, % at 10 µM; ADP-Glo luminescence, 60 min;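 in the data active = inhibition above about 50%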;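 also: GST-tagged GSK-3 alpha with peptide substrate and 25 µM ATP; 0% = DMSO neutral wells and 100% = GW8510 positive control wells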
Target sequence (P49840 whole entry, looked up): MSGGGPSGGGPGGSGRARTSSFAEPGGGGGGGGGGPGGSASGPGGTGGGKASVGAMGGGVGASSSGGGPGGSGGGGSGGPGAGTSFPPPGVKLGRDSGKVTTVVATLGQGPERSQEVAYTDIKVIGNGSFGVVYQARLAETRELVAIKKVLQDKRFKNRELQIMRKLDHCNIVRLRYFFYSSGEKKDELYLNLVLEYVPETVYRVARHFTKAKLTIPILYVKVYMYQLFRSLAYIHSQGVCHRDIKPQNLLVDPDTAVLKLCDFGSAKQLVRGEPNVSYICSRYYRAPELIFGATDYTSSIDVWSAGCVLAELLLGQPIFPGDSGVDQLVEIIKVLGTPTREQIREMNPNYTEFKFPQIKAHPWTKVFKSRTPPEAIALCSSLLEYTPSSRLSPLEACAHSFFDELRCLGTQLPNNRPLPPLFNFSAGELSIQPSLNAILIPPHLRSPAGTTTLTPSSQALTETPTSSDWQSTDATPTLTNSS
hERG protect – compounds protecting human hERG from proarrhythmic drug block; 310,000 compounds, 0.51% hits; activation (rescue from dofetilide block), less the hit threshold, % at 10 µM; CHO-hERG, FluxOR thallium flux, dofetilide IC70 present; AID 1511;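 active = activation above the mean of controls blocked by dofetilide plus 5 SD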;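 also: thallium influx through hERG after potassium depolarization seen as dye fluorescence rise; in these data hits start at about 4.7%; inactives centre near -7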
KCNQ1 inh – inhibitors of human KCNQ1 potassium channel. P51787. CHO-K1 KCNQ1, FluxOR thallium flux fluorescence; stronger effect = higher value. B-score at 10 µM. 310,000 compounds, 1.3% hits;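 active = compounds whose thallium flux B-score, printed positive for inhibition, exceeds three library SD while starting fluorescence stays within three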;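 also: channel opened by potassium depolarization with thallium stimulus after 20 min compound exposure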
HDAC3 inhib – blocks human histone deacetylase 3; O15379; recombinant HDAC3, fluorogenic peptide/trypsin coupled, fluorescence; inhibition, % at 8.3 µM; 320,000 compounds, 0.15% hits; AID 2718; in the data active = inhibition above about 26%, passing the limit was not always enough
RGS4 act – potentiators or activators of RGS4 | HEK293 M3R/inducible RGS4, carbachol calcium flux Fluo4; stronger effect = lower value | B-score at 10 µM | 310,000 compounds, 0.92% hits;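 active = B-score of the integrated calcium signal more than 4 SD below the library mean, with starting fluorescence not abnormally high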;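 also: negative B-score means reduced calcium response which marks RGS4 activation or potentiation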
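System: HEK293 FlpIn-TREx cells, stable M3R, doxycycline-inducible RGS4. Timing: overnight RGS4 induction, 30 min dye load 37 °C, 20 min compound RT. Also added: carbachol, ECmax concentration. Measured by: Fluo4 fluorescence kinetic imaging of calcium. Evaluation: integrated calcium ratio converted to B score.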
DYRK1A inh – inhibitors of rat Dyrk1A kinase | Q63470 | ADP-Glo luminescence, NFATc1 peptide | inhibition, % at 12.5 µM | 310,000 compounds, 0.43% hits | AID 504441; in the data active = inhibition above about 50%;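 also: plate controls were vehicle with enzyme for no effect and no enzyme for full effect; many of its hits are not listed in these tables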
GSK3beta inhib – inhibitors of human GSK3beta kinase. P49841. GST-GSK3beta kinase, ADP-Glo luminescence, 60 min; stronger effect = lower value. activity score (negative = inhibition), % at 10 µM. 300,000 compounds, 0.038% hits. AID 2097;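 active = more than half of replicate wells score below -50%, meaning over 50% inhibition versus plate controls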;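 also: 0% = median DMSO wells and -100% = median GW8510 positive control wells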
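Assay system: GST-fused GSK3beta enzyme, cell-free / Medium: Tris pH 7.5 buffer with MgCl2, DTT, BSA, heparin / Also added: peptide substrate plus 25 µM ATP (final) / Compound: 10 µM single point / Timing: kinase reaction with compound 60 min at room temperature / Detection: ADP-Glo luminescence / Benchmarks: DMSO neutral wells and GW8510 at 20 µM as positive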
KCNK3 inh – human KCNK3 channel inhibition, primary screen | O14649 | CHO-KCNK3 thallium flux, FluxOR fluorescence; stronger effect = lower value | B-score at 10 µM | 340,000 compounds, 0.84% hits;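 active = B-score under library mean minus 4 SD, starting fluorescence ratio at most library mean plus 5 SD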;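 also: more negative B-score means stronger inhibition of thallium flux through KCNK3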
Target sequence (O14649 whole entry, looked up): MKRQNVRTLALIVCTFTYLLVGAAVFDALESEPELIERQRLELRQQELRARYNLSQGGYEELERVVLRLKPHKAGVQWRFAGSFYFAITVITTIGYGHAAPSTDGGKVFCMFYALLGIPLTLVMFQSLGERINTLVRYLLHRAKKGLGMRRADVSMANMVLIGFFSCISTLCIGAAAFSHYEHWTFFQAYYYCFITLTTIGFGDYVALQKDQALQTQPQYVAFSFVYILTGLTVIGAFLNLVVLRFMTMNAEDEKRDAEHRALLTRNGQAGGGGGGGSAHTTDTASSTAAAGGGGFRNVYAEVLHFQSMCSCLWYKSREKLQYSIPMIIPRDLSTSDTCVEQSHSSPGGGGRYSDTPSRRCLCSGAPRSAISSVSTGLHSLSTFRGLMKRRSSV
The depositor's hits bear a star; i = inactive; . = no result given.

Molecule	PolyA inh	KCNQ1 act	KCNK9 block	GSK3 alpha inh	hERG protect	KCNQ1 inh	HDAC3 inhib	RGS4 act	DYRK1A inh	GSK3beta inhib	KCNK3 inh
O=C(N[C@@H](Cc1c[nH]c2ccccc12)C(=O)O)C1CCN(S(=O)(=O)c2ccc(Cl)cc2)CC1	i	i	i	-4	-9	i	-1	i	0	1	i
O=C(NCC1OCCc2ccccc21)c1ccc(NC(=O)c2ccccc2Cl)cc1 (configuration not stated)	i	i	i	.	-7	i	.	i	1	2	i
O=C(NC(=S)NC1C2CC3CC(C2)CC1C3)c1ccccc1 (configuration not stated)	i	i	i	0	-5	i	.	i	0	-3	i
CCOc1ccc2[nH]c3c(NCCN(C)C)ncnc3c2c1	i	i	i	0	-3	i	-2	i	-2	0	i
Cc1c(C(=O)NCCS(=O)(=O)N2CCN(c3ccccc3F)CC2)cccc1[N+](=O)[O-]	i	i	i	-1	-7	i	6	i	-3	0	i
O=C(c1ccc(F)cc1)N1CCC2(CC1)NCCc1[nH]cnc12	i	i	i	-3	-7	i	-1	i	-2	2	i
C#CCNc1c2c(nc3ncnn13)CC(C)CC2 (configuration not stated)	i	i	i	-3	-9	i	4	i	-2	-4	i
O=C(c1cccs1)N1CCCC(c2nc3c(nnn3Cc3cccc(Cl)c3)c(=O)[nH]2)C1 (configuration not stated)	i	i	i	0	-7	i	0	i	-6	1	i
Cc1[nH]n(C(N)=S)c(=O)c1N=Nc1ccc(S(=O)(=O)N2CCCC2)cc1	i	i	i	-1	-6	i	3	i	-3	0	i
O=C(CNc1ccccc1)Nc1ccc(F)cc1	i	i	i	-3	3	i	-5	i	2	0	i
CN(C)/N=C/c1ccc(/C=N/NC(N)=S)o1	i	i	i	-2	-4	i	6	i	.	.	i
CCOC(=O)c1sc(NC(=O)C(CC)OC(=O)c2ccco2)nc1C (configuration not stated)	i	i	i	-1	-2	i	3	i	18	3	i
COc1ccccc1C1C(C#N)=C(N)N(N(C)C)C2=C1C(=O)CC(C)(C)C2 (configuration not stated)	i	i	i	2	0	i	0	i	8	-1	i
O=C(c1ccccc1F)N(Cc1cccs1)C1CCS(=O)(=O)C1 (configuration not stated)	i	i	i	-1	-4	i	-1	i	-1	6	i
Cc1ccc(N(CC(=O)NC(C)(C)C)C(=O)CNC(=O)c2cccs2)cc1C	i	i	i	-1	-13	i	0	i	-1	-2	i
CCOC(=O)c1cc(C)sc1/N=C/C1C(=O)CC(C)(C)CC1=O	i	i	i	-1	-3	i	2	i	12	-24	i
Cc1occc1C(=O)NCc1ccccn1	i	i	i	0	-6	i	-5	i	2	1	i
CN(C(=O)/C=C/c1ccccc1)C1CCS(=O)(=O)C1 (configuration not stated)	i	i	i	-5	-11	i	0	i	-14	0	i
CN1CCN(c2nc3ccccn3c(=O)c2C=C(C#N)C#N)CC1	i	i	i	0	-2	i	3	i	4	2	i
Cc1[nH]n(-c2ccc([N+](=O)[O-])cc2)c(=O)c1C=NCCN1CCN(C(=O)c2ccccc2F)CC1	i	i	i	1	-14	i	2	i	4	-2	i
COc1cc(NC(=O)COc2cccc(OC)c2)cc(OC)c1	i	i	i	0	3	i	2	i	.	-1	i
COc1ccc(C(=O)NCc2nnc(SCC(=O)NC3CCCCC3)n2C)cc1	i	i	i	0	-3	i	7	i	-6	0	i
Cc1ccc(NC(=O)c2ccc(OC(=O)COc3ccc(Cl)c(C)c3)cc2)cc1	i	i	i	0	-6	i	7	i	-5	-1	i
CC1CN(CC(=O)Nc2ccccc2Sc2ccccc2)CC(C)O1 (configuration not stated)	i	i	i	-2	-17	i	4	i	-4	0	i
Cc1ccc(N2CC(C(=O)Nc3ccc(S(=O)(=O)NCC4CCCO4)cc3)CC2=O)cc1 (configuration not stated)	i	i	i	-1	-8	i	1	i	.	5	i

Only KCNQ1 act (two entries from above):
SMILES | KCNQ1 act
COc1cc(NC(=O)COc2cccc(OC)c2)cc(OC)c1 | i
O=C(c1ccccc1F)N(Cc1cccs1)C1CCS(=O)(=O)C1 (configuration not stated) | i

(continued)
Molecule	PolyA inh	KCNQ1 act	KCNK9 block	GSK3 alpha inh	hERG protect	KCNQ1 inh	HDAC3 inhib	RGS4 act	DYRK1A inh	GSK3beta inhib	KCNK3 inh
Cc1cccc(-n2nc3c(c2NC(=O)c2cc4ccccc4o2)CS(=O)(=O)C3)c1	i	i	i	-1	-8	i	-2	i	-3	3	i
CCOc1cc(CN2CCN(c3cccc(C(F)(F)F)c3)CC2)ccc1O	i	i	i	-3	-21	i	8	i	5	2	i
COc1cc(OC)c(C2=NOC(C(=O)NCc3ccc4c(c3)OCO4)C2)cc1Cl (configuration not stated)	i	i	i	-1	0	i	-4	i	1	3	i
COc1cccc(C2=NOC(C(=O)Nc3cc(C)on3)C2)c1OC (configuration not stated)	i	i	i	-1	-10	i	4	i	1	4	i
Cc1ccccc1C(=O)N1CCC(C(=O)NCc2ccc(Cl)cc2)CC1	i	i	i	0	-6	i	4	i	1	2	i
COc1ccc(CCC(=O)NCCc2ccc(OC)c(OC)c2)cc1	i	i	i	1	-3	i	-1	i	7	2	i
CCOC(=O)Cn1nc(C)c(NC(=O)COc2ccc([N+](=O)[O-])c(C)c2)c1C	i	i	i	-3	-3	i	2	i	19	2	i
CCCOc1ccccc1C1CC(=O)Nc2cc3c(cc21)OCO3 (configuration not stated)	i	i	i	2	-16	i	1	i	-5	3	i
CCN1CCN(CCCNC(=O)c2cc3c(s2)-c2ccccc2OC3)CC1	i	i	i	10	-11	i	-289	i	5	0	i
Cc1ccc2oc(-c3ccccc3)nc2c1	i	i	i	-3	-3	i	6	i	-4	-1	i
CCN1C(=S)N[C@@H](CCc2ccccc2)[C@H](C(=O)OC)[C@H]1C	i	i	i	-4	-12	i	-1	i	-12	-2	i
COCCNC(=O)C1CC(c2cccc(OC)c2)=NO1 (configuration not stated)	i	i	i	-1	-4	i	1	i	0	0	i
CCOC(=O)c1ccc(NC(=O)COc2coc(CN3CCc4ccccc43)cc2=O)cc1	i	i	i	2	-15	i	8	i	-8	-4	i
COc1cc2c(cc1CN1CCN(C(=O)c3cc(OC)c(OC)c(OC)c3)CC1)OCO2	i	i	i	0	-6	i	2	i	-6	-1	i
COc1ccc(Cl)cc1NC(=S)NNC(=O)c1cccnc1	i	i	i	-3	-15	i	3	i	3	3	i
C=CCn1c(C)cc(/C([O-])=C(/C(=S)Nc2ccc(OC(F)F)cc2)[n+]2ccc(N(C)C)cc2)c1C	i	i	i	1	-14	i	5	i	3	0	i
CN1CCN(C(=O)/C(=C/c2cccs2)NC(=O)c2cccs2)CC1	i	i	i	0	-6	i	2	i	-5	-18	i
Cn1cc(/C=C/C(=O)N2CCCC(C(=O)c3ccc(C(F)(F)F)cc3)C2)cn1 (configuration not stated)	i	i	i	1	-4	i	-4	i	0	-1	i
COc1ccc(CC(=O)N2CCC3(CC2)NCCc2[nH]cnc23)cc1	i	i	i	-1	-5	i	-10	i	6	0	i
COc1ccc2c(c1)O[C@@]1(CCCC[C@@H]1C)CC2=O	i	i	i	-1	-5	i	-1	i	-3	2	i
COC(=O)c1ccc(C(=O)OC)c(NC(=O)COC(=O)CCOc2ccc(C)cc2)c1	i	i	i	0	-10	i	-2	i	-2	1	i
CC1(C)OC(=O)C(=Cc2ccc(-c3ccc(Cl)c(C(=O)O)c3)o2)C(=O)O1	i	i	i	1	-9	i	9	i	-9	0	i
Cn1cccc1Cc1nnc(SCC(=O)Nc2ccccc2F)n1-c1ccc(F)cc1	i	i	i	-4	-8	i	-5	i	12	-3	i
O=C(OCc1nc2ccc(Cl)cc2n1CCO)c1ccccc1C(=O)c1ccccc1	i	i	i	2	-17	i	5	i	4	1	i
CCN(CC)Cc1c(C(=O)N/N=C/c2ccco2)nnn1-c1nonc1N	.	i	i	.	-12	i	14	i	3	-42	i
CC(=O)NNc1ncnc2ccccc12	i	i	i	5	-2	i	2	i	7	-3	i
O=C(Nc1ccccc1OC(F)F)c1ccc(F)cc1	i	i	i	0	-1	i	-1	i	.	2	i
COc1ccc(-c2cc(=O)[nH][nH]2)cc1OC	i	i	i	0	-8	i	-1	i	12	1	i
CCCC(C)C(=O)Nc1nc(C)c(-c2csc(Nc3cc(Cl)ccc3C)n2)s1 (configuration not stated)	i	i	i	5	-5	i	3	i	7	-1	i
Clc1cnc(N/N=C/c2ccco2)c(Cl)c1	i	i	i	0	-4	i	3	i	3	2	i
O=C(NCc1ccccc1)N1CCN(c2ccc(Cl)c(Cl)c2)CC1	i	i	i	-1	-4	i	1	i	4	0	i
O=C(Nc1cc(C(=O)N2CCOCC2)cc(C(=O)N2CCOCC2)c1)c1cc(F)c(F)cc1Cl	i	i	i	-1	-8	i	-6	i	8	7	i
CCN(C(=O)CSc1nnc(-c2cccs2)o1)C1CCS(=O)(=O)C1 (configuration not stated)	i	i	i	-3	-11	i	-8	i	3	-1	i

Part of the list above in order of length of the SMILES, ascending.
Molecule	PolyA inh	KCNQ1 act	KCNK9 block	GSK3 alpha inh	hERG protect	KCNQ1 inh	HDAC3 inhib	RGS4 act	DYRK1A inh	GSK3beta inhib	KCNK3 inh
CCOc1ccc2[nH]c3c(NCCN(C)C)ncnc3c2c1	i	i	i	0	-3	i	-2	i	-2	0	i
Cc1ccc(N(CC(=O)NC(C)(C)C)C(=O)CNC(=O)c2cccs2)cc1C	i	i	i	-1	-13	i	0	i	-1	-2	i
Cc1cccc(-n2nc3c(c2NC(=O)c2cc4ccccc4o2)CS(=O)(=O)C3)c1	i	i	i	-1	-8	i	-2	i	-3	3	i

Not all compounds are listed; rates above refer to the full screens.
